# SUMO Mot1 rescue – inhibitors of SUMOylation pathway: yeast Mot1-301 growth rescue. S. cerevisiae Mot1-301 growth rescue, ATP luminescence, 38.5C; percent above DMSO median, 100 means doubled. growth rescue, % at 18.8 µM. actives 1% (n = 320,000). AID 2716;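 active = every valid replicate shows activation above 250% relative to neutral control wells; inactive = the rest, any valid replicate at or below 250%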;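 also: OY570 slx delta 5 strain wells were the positive control but not used for scaling; some compounds called inactive have numbers as strong as hits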
# PKA-R1A activ – activates the PKA-R1A holoenzyme complex. activation, % at 11.4 µM. P00514+P68181. actives 0.083% (n = 340,000). PKA-R1A dissociation, Cy5-IP20 fluorescence polarization; scaled: DMSO 0%, 113 µM cGMP 100%;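 active = percent activation above the mean of all tested compounds plus 3 SD, cut at about 19% in these data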;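 also: higher means more PKAc released from R1A so a rise in polarization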
# AddAB inh – less growth of phage-infected E. coli with AddAB; E. coli expressing H. pylori AddAB, absorbance growth; inhibition, % at 11.9 µM; actives 0.29% (n = 330,000); AID 435030; in the data active = inhibition above about 12%;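 also: 0% = vehicle wells of infected cells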
# phage Ecoli inh – E. coli growth loss with phage present | growth absorbance | inhibition, % at 11.9 µM | actives 0.26% (n = 360,000); in the data active = inhibition above about 11%
# DAGLB inhibitor – diacylglycerol lipase beta (human) inhibition. Q8NCG7. inhibition, % at 5.17 µM. actives 0.059% (n = 340,000). HEK293T DAGLB membrane lysate, EnzChek fluorogenic substrate; in the data active = inhibition above about 34%;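 also: 0% = enzyme with vehicle and 100% = wells lacking enzyme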
# Tat transport – blocks Tat-dependent protein export in E. coli; E. coli MC4100 TorA-mCherry Tat export, fluorescence; inhibition, % at 10 µM; actives 0.036% (n = 340,000); AID 488895;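 active = mean replicate inhibition at least 50% and at least half of replicates individually reaching 50%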;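 also: exported cargo escapes ClpAP degradation while cytoplasmic cargo is degraded and loses fluorescence; 0% = median of neutral control wells and 100% = median of NaSCN control wells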
# HTR5A ag ctr – activates human HTR5A in OPRM1-OPRD1 agonist counter-screen | P47898 | HTR5A agonist assay, luminescence, cell-based | activation, % at 9.3 µM | actives 0.61% (n = 340,000); in the data active = activation mostly above about 9.5%, no sharp cut-off; inactive = mostly below about 7.6%;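 also: 0% = cells with vehicle only and 100% = reference agonist; strong numbers were not always called active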
# Target sequence (P47898 whole entry, looked up): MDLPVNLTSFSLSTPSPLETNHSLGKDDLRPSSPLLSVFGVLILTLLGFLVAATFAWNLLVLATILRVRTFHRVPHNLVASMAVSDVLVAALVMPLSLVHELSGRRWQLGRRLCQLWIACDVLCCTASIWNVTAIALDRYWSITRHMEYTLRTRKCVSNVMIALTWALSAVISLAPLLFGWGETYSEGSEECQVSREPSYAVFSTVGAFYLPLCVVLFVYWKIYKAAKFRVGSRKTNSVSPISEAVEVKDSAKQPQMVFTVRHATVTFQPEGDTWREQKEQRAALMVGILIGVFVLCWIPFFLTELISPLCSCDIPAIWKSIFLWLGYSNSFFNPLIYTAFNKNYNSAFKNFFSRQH
# PKA-R2B act – activates the human PKA-R2B holoenzyme complex; PKA-R2B holoenzyme dissociation, Cy5-IP20 fluorescence polarization; R2B truncated from residue 108, S112A mutant; 0% DMSO only, 100% 113 µM cGMP; actives 0.079% (n = 340,000); P22694+P31323; activation, % at 11.4 µM; AID 504700;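 active = activation above a cutoff set at the mean over all compounds plus 3 SD, cut at about 18% in these data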;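 also: higher means more holoenzyme dissociation and a rise in polarization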
# Target sequence (P31323 whole entry, looked up, other chains not shown, the tested form may be a part): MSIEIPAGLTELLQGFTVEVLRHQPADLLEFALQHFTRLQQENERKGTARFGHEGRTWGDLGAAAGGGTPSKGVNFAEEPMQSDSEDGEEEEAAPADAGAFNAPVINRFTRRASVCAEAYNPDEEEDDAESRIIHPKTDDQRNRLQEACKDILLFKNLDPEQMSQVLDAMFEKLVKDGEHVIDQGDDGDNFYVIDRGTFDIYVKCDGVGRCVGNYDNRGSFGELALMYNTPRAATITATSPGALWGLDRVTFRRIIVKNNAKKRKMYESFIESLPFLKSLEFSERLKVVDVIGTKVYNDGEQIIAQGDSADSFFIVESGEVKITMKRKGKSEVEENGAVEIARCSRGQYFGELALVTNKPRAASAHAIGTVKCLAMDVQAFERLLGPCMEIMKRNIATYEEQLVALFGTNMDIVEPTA
# HTR5A inv ctr – inverse agonist of human HTR5A in OPRM1-OPRD1 counter-screen; P47898; HTR5A cell line, luminescence, inverse agonism; inhibition, % at 9.3 µM; actives 0.083% (n = 340,000); in the data active = inhibition mostly above about 23%, no sharp cut-off; inactive = mostly below about 18%;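 also: 0% = cells with DMSO and 100% = no-cell wells with DMSO; some compounds called inactive have numbers as strong as hits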
# CDK5 p35 inh – inhibitors of human CDK5/p35 kinase | inhibition, % at 10 µM | actives 0.01% (n = 330,000) | Recombinant CDK5/p35, ADP-Glo luminescence, 60 min;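 active = highest replicate inhibition of at least 50% and at least 75% of replicates reaching 50%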;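 also: plate controls were DMSO neutral control for no effect and GW8510 at 10 µM for full effect; many of its hits are not listed in these tables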
# Ecoli viability – counter-screen for AddAB inhibitors: E. coli growth inhibition | E. coli V3065 growth, OD600 absorbance, 18 h | inhibition, % at 11.9 µM | actives 0.27% (n = 330,000);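 active = inhibition above the campaign's mean inhibition across all tested compounds plus 3 SD, cut at about 9.9% in these data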;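 also: uninfected addAB+ strain grown without phage in ampicillin broth; 0% = DMSO wells and 100% = ciprofloxacin 0.95 µg/ml wells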
# Numbers without * were called inactive; nt = no result given. Outcome played no part in choosing rows. Share with any hit: about 2.3%.
molecule	SUMO Mot1 rescue	PKA-R1A activ	AddAB inh	phage Ecoli inh	DAGLB inhibitor	Tat transport	HTR5A ag ctr	PKA-R2B act	HTR5A inv ctr	CDK5 p35 inh	Ecoli viability
COc1cc(C(=O)NC2CCN(Cc3ccccc3)CC2)cc(Cl)c1OC	-1	1	-0.4	-0.6	-2	-1	-2	-1	7	0.4	-0.2
CN(C)C(=O)CCc1ccc2c3c([nH]c2c1)[C@]1(CCC2CCCC2)[C@@H](C(=O)N2CCOCC2)C[C@H](CC(=O)NC(C)(C)C)C(=O)N1CC3	nt	-3	-1.5	2.0	0	3	5	-3	-19	-0.6	-1.6
O=C(CSc1ccc(-c2ccccc2)nn1)N1CCN(c2ccccc2)CC1	8	5	-0.9	5.0	1	-7	-2	7	3	-0.4	-1.0
O=C(NCC1CCCN(C(=O)Cc2ccccc2Cl)C1)c1ccc(F)cc1 (stereo not given)	-5	-4	2.7	0.8	1	-1	2	-4	14	1.6	-0.1
COc1ccc(CNC(=O)C[C@H]2C[C@H](C(=O)N3CCCCC3)[C@@]3(CCc4ccccc4)c4[nH]c5cc(-c6ccco6)ccc5c4CCN3C2=O)cc1OC	nt	1	-1.1	nt	5	-12	3	1	-11	-0.4	-0.7
COc1ccccc1-n1cnc2cc(C(=O)N3CCOCC3)ccc21	46	-7	4.0	-1.9	-1	-5	-1	-7	14	-0.6	-2.1
CC1CN(CCOCCOc2ccccc2-c2ccccc2)CC(C)O1 (stereo not given)	33	-13	-0.9	-0.4	-1	-3	1	-18	-21	-0.2	-1.7
COC(C[C@H]1O[C@H]1C(=O)[C@H](C)OCc1ccccc1)OC	-13	2	1.3	1.4	-1	-13	2	-4	-18	0.4	-1.0
CCOC(=O)C1(Cc2cccc(Cl)c2)CCCN(C(=O)c2cc(C)[nH]n2)C1 (stereo not given)	1	0	0.8	1.1	0	3	0	-8	-1	-0.8	1.0
C=CCN([C@H](C(=O)OC)C(C)C)S(=O)(=O)CCNCc1ccccc1	nt	-8	nt	0.6	0	-3	-1	-9	0	-0.2	nt
CCOc1ccc(NC(=O)CN(c2ccc(C)cc2)S(=O)(=O)c2c(C)nn(C)c2C)cc1	46	6	0.9	1.3	2	4	-2	0	8	1.1	1.3
CN(CC(CC(=O)Nc1nncs1)c1ccccc1)S(=O)(=O)c1ccc(Br)cc1 (stereo not given)	10	-3	2.2	1.7	3	5	-5	9	13	-1.3	-0.7
CC(=O)Oc1c(C)c(C)c2c(c1C)CCC(C)(CCCC(C)CCCC(C)CCCC(C)C)O2 (stereo not given)	-6	3	-2.3	5.7	3	-2	3	-7	0	-3.8	-1.0
Cc1cc(=O)oc2c(C)c(OC(C)C(=O)NC(Cc3c[nH]c4ccc(O)cc34)C(=O)O)ccc12 (stereo not given)	3	-7	1.9	4.8	-2	-8	-1	-10	24	0.3	-1.5
COc1cccc(CNC(=O)CCS(=O)(=O)Cc2ccc(C)cc2)c1	11	-4	2.5	1.9	-2	3	6	-7	-2	-0.8	0.9
CCC1(CC)NC(=O)N(CC(=O)N2CCN(c3ccccc3F)CC2)C1=O	17	0	0.8	2.0	1	-12	12	3	-30	-0.2	1.2
CCN(CC(=O)Nc1c(F)cccc1F)C(=O)c1ccc(NC(=O)CC2SC(N3CCCC3)=NC2=O)cc1 (stereo not given)	-1	0	0.2	-2.7	3	-1	5	-6	-13	2.7	0.7
CC(=O)Nc1ccc(/C=N/NC(=O)CNS(=O)(=O)c2ccccc2)cc1	-20	3	1.5	6.9	2	-1	1	-2	-2	0.2	-0.8
CCN1C(=O)/C(=C/C=C2\N(CC)c3cc(S(=O)(=O)N(C)C)ccc3N2c2ccccc2)SC1=S	-6	-6	2.2	-2.9	-16	2	3	3	-19	1.8	0.0
Cc1ccc(CN(C)C(=O)c2cccc(S(=O)(=O)N3CCc4ccccc4C3)c2)o1	-18	-10	1.9	0.6	0	11	0	11	1	1.1	-0.2
Cc1cc(C(=O)COC(=O)/C=C/c2ccc(F)cc2)c(C)n1C	1	0	0.6	0.7	0	6	-4	-6	10	-0.6	1.2
CCc1ccc(NC(=O)Cn2ccn(-c3cccc(Cl)c3)c(=O)c2=O)cc1	191	-2	2.1	1.8	0	-8	-5	1	13	-0.2	-1.1
Cc1ccc(C(c2sc3nc(C)nn3c2O)N2CCN(CCO)CC2)cc1 (stereo not given)	2	-1	0.3	2.1	2	4	1	-7	-1	-3.3	-1.3
O=C(CCC(=O)c1cccs1)c1cccs1	-13	-6	1.9	2.0	2	-11	4	9	8	1.3	4.1
CSc1ncccc1C(=O)OCC(=O)N1CCN(S(=O)(=O)c2ccc(C)cc2C)CC1	388	11	-1.2	4.3	-2	9	-4	12	12	0.8	-21
Cc1nc2ccccc2c(=O)n1/N=C/c1ccc(F)cc1	7	-8	-0.1	1.4	-3	1	2	3	-7	0.7	0.7
Cn1c(SCC(=O)c2ccc3c(c2)OCCO3)nnc1C1CC1	1	9	-0.2	-0.1	-2	-2	-3	-9	8	0.5	-2.6
O=C(CSc1nnc(-c2ccc(C(F)(F)F)cn2)o1)Nc1cccc(Cl)c1	-14	-11	2.1	3.0	-3	-1	-3	-5	8	0.2	1.1
CC(=O)c1ccc(Cl)c(Cl)c1Cl	230	8	-0.5	1.7	2	-7	2	9	-8	-3.0	0.7
CC(C)c1nc(SCC(=O)N2CCCCCC2)c2c(=O)n(C)c(=O)n(C)c2n1	-6	-10	0.4	0.4	2	0	-9	-2	22	0.9	2.2
N#CC1=C(N)Oc2n[nH]c(-c3cccnc3)c2C1c1ccc([N+](=O)[O-])o1 (stereo not given)	-26	-1	8.8	5.5	-2	-24	1	1	-1	1.2	3.5
CC(C)CNS(=O)(=O)c1ccc(S(=O)(=O)N2CCN(CCC#N)CC2)cc1	9	-6	0.9	1.1	1	1	3	-12	-9	0.7	0.7
O=C1/C(=C/c2cccc([N+](=O)[O-])c2)CCc2ccccc21	49	-6	2.7	-0.1	-7	-4	7	2	-4	nt	0.3
CN(C)CCNC(=O)C1CCCNC1=O (stereo not given)	-3	0	0.5	1.7	-1	-12	-1	-3	3	2.1	0.5
CC(=O)c1ccc(N(CC(=O)NC2CCS(=O)(=O)C2)S(=O)(=O)c2ccc(Cl)cc2)cc1 (stereo not given)	-6	3	-0.2	2.9	1	-3	-1	1	2	1.7	0.3
Cc1cccc(C(=O)NC(=S)N2CCc3ccccc3C2)c1	8	-4	1.6	0.8	-3	3	5	-8	0	1.0	-3.2
Cc1nc2ccc([N+](=O)[O-])cc2s1	-9	-7	0.0	5.0	-3	2	4	-13	-10	-0.3	-2.0
O=C1OCCC1Sc1nnc(-c2ccco2)o1 (stereo not given)	9	2	1.9	1.8	3	-2	2	-2	-7	1.7	-2.0
CCN(CC)C(=O)CSc1nnc(SCc2ccc(Cl)cc2)s1	510*	-13	3.0	2.9	-5	-1	-1	-7	-30	-0.2	-2.2
O=C(CCC(=O)c1cccs1)OCC(=O)N1CCN(C(=O)c2ccco2)CC1	2	0	0.2	1.5	2	5	-2	-3	7	-0.8	0.3
Cc1ccc2cc(NC(=O)c3cccc(F)c3)ccc2n1	-4	-6	-0.6	-2.7	-1	-3	5	7	-31	-1.2	-1.2
COC(=O)c1cc(-c2ccc(Br)cc2)on1	-3	6	-1.7	3.2	-8	-7	-2	0	1	0.0	-1.3
COc1ccccc1NC(=O)Nc1nnc(CC(=O)Nc2ccccc2C)s1	-29	0	-3.2	6.7	2	10	0	-4	-10	-3.6	-0.8
CCOc1cc(/C=C2\NC(=O)NC2=O)ccc1OC(C)C(=O)O (stereo not given)	514*	-4	1.4	1.8	2	-1	2	-8	-6	0.8	-0.8
COC(=O)C1CCN(C(=O)Cc2c(OC)ccc3cc(Br)ccc23)CC1	-5	6	-3.3	1.6	-1	-1	3	-5	-5	-0.7	-1.3
CCC(CC)C(=O)Nc1cccc(-c2ccc3nncn3n2)c1	0	-2	0.9	0.3	1	-3	0	-4	7	1.6	-3.4
CCCCOc1ccc(OCCCC)c2c1NC1(N2)C(=O)N(C(C)=O)c2ccccc21	nt	-1	1.3	1.6	1	-5	-1	-9	-11	3.8	-1.2
Cc1ccc(NC(=O)CCC(=O)NNC(=O)C(C)(C)C)c(C)c1	nt	2	3.7	-0.5	0	-10	3	3	-4	2.1	0.3
CC(Cn1cncn1)C(=O)N1CCN(S(=O)(=O)c2ccccc2)CC1 (stereo not given)	-1	-9	2.3	-0.1	2	11	4	2	-10	-0.1	-1.5
CC(C)(C)c1ccc(OCC(=O)OCCNC(=O)c2cccnc2)cc1	6	-9	-0.1	0.6	-3	-9	1	-8	-10	-0.3	1.1

# Following part.
molecule	SUMO Mot1 rescue	PKA-R1A activ	AddAB inh	phage Ecoli inh	DAGLB inhibitor	Tat transport	HTR5A ag ctr	PKA-R2B act	HTR5A inv ctr	CDK5 p35 inh	Ecoli viability
CCOC(=O)C1(S(=O)(=O)c2ccc(Cl)cc2)CCN(Cc2ccc(C)cc2)CC1	26	-6	-1.8	2.4	-13	-7	2	-3	-11	0.3	1.2
C=CCNC(=O)c1ccc(Sc2ccc(C)cc2)c([N+](=O)[O-])c1	-3	-1	5.8	3.0	-8	-7	-1	-2	6	0.6	-1.1
O=S(=O)(Cc1ccccc1)NCC1CCCN(Cc2ccc3nonc3c2)C1 (stereo not given)	-7	-19	0.7	3.0	-1	3	0	4	-9	-2.8	-0.8
O=C(Cc1ccccc1)NCc1ccccn1	328	-14	3.6	2.5	1	-5	4	-9	4	2.3	0.1
CCOC(=O)Cn1c(=O)oc2cc(S(=O)(=O)N3CCn4c3nc3ccccc34)ccc21	-16	-2	2.5	2.5	3	-1	nt	2	nt	0.9	1.3
Cn1nnnc1SCC(=O)NCc1ccco1	35	-6	-1.2	1.9	-1	-2	1	-8	27	0.5	-1.6
CN1CCC(=C2c3ccccc3Sc3ccccc32)CC1	nt	9	nt	4.3	0	-6	-1	-6	4	-1.4	nt
CCC(C)NS(=O)(=O)c1ccc(OCC(=O)N2CCCCC2)cc1 (stereo not given)	6	-14	0.9	3.3	2	18	-1	-10	3	-5.5	-0.5
CC(NC(=O)COC(=O)CCC(=O)c1ccc(Cl)cc1)c1ccccc1 (stereo not given)	19	6	-3.9	1.8	-2	9	-2	-3	5	0.9	-2.6
O=C(CSc1nc2ccccc2[nH]1)Nc1c(F)cccc1F	nt	-1	2.4	3.3	-1	-8	-4	-2	15	-1.5	0.8
Cc1cccn2c(=O)c3cc(C(=O)NCC4CCCO4)c(=N)n(CCc4ccccc4)c3nc12 (stereo not given)	1	5	1.0	-3.1	2	11	-1	5	10	-0.4	-2.0
Cc1cc2c(c(=O)n1Cc1ccc3c(c1)OCO3)C(c1cccnc1)C(C#N)=C(N)O2 (stereo not given)	-12	-3	0.9	1.2	1	-16	3	-10	-8	-0.3	0.7

# Compound activity: PubChem, several laboratories
